Screening data (PubChem)
HUVEC prolif 384 – blocks proliferation of human endothelial cells; HUVEC proliferation, CellTiter-Glo luminescence, 72 h; stronger effect = lower value; 1.1% of 86,000 active; viability, % at 10 µM (by protocol); AID 648;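 active means viability at or below 30%; inactive means viability above 30%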;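 further: 100% = median luminescence of DMSO-only cell control wells on each plate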
Fibroblast inh – blocks proliferation of human lung fibroblasts. 1.1% of 85,000 active. viability, % at 10 µM. AID 719. LL 47 human lung fibroblast viability, ATP luminescence; stronger effect = lower value;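 active means viability at or below 50% in the single dose screen; inactive means viability above 50%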;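 further: compound exposure lasted 72 h before the ATP readout; 100% = median luminescence of untreated cell-only wells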
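Test system: LL 47 human lung fibroblasts; Quantity: 1,150 cells/well; Buffer or medium: IMEM plus 15% FBS; Dosing: tenfold compound dosing solution, DMSO at 0.1%; Timing: overnight cell rest, 72 h compound treatment at 37 °C; Detection: ATP-based CellTiter-Glo luminescent readout; Read-out basis: viability percentage against median untreated-cell control; Controls: cell-only wells, no compound.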
HUVEC tox TNFa – HUVEC cytotoxicity counter-screen, TNF alpha stimulated. HUVEC TNFalpha-stimulated, Hoechst cell count, imaging. AID 848. 0.17% of 93,000 active. cell count reduction, % at 2 µM;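 active means cell count reduction exceeding the screen mean by over 5 SD, scaled to untreated wells per plate, cut at about 78% in these data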;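 further: cells counted after 24 h of TNF alpha exposure following the 1 h pretreatment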
Smad3 FoxH1 inh – blocks human Smad3 binding to FoxH1 peptide; inhibition, % at 25 µM; P84022; AID 630; 0.29% of 88,000 active; TR-FRET Smad3/Dy647-FoxH1 peptide binding, europium anti-His;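 active means compounds that reduce the energy-transfer binding signal between the protein and its labelled peptide by more than half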;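 further: 0% = Smad3 plus labelled peptide maximal FRET and 100% = peptide-only background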
VCAM1 TNFa inh – reduces TNF alpha induced VCAM1 expression in HUVEC; HUVEC TNFa-induced VCAM-1 immunofluorescence, high-content imaging; inhibition, % at 2 µM; 0.48% of 95,000 active; AID 802;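 active means inhibition above the batch mean plus 3 SD, with images confirmed as a hit by eye, cut at about 37% in these data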;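 further: 0% = TNF-stimulated DMSO wells and 100% = unstimulated control wells; not every result past the cut was called active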
H69AR inhibit – blocks growth of human H69AR lung tumor cells; viability, % at 10 µM; AID 598; H69AR lung tumor viability, ATP luminescence, 72 h; stronger effect = lower value; 6% of 85,000 active;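 active means viability at or below 40%; inactive means viability above 40%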;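 further: multidrug resistant small cell line overexpressing MRP-1 efflux transporter; 100% = mean luminescence of untreated control wells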
PTK2B oligo ant – blocks oligomerization of human Pyk2 in cells. Q14289. 0.83% of 99,000 active. Q293 cells, Pyk2 FERM NanoBiT luminescence; stronger effect = lower value. z-score (the deposit names both 25 µM and 10 µM);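 active means Z-score of -3 or lower, scaled per plate to the spread of control and sample wells; inactive means z-score above -3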;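 further: negative z-score means lost luminescence so less FERM oligomerization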
Target sequence (Q14289 whole entry, looked up): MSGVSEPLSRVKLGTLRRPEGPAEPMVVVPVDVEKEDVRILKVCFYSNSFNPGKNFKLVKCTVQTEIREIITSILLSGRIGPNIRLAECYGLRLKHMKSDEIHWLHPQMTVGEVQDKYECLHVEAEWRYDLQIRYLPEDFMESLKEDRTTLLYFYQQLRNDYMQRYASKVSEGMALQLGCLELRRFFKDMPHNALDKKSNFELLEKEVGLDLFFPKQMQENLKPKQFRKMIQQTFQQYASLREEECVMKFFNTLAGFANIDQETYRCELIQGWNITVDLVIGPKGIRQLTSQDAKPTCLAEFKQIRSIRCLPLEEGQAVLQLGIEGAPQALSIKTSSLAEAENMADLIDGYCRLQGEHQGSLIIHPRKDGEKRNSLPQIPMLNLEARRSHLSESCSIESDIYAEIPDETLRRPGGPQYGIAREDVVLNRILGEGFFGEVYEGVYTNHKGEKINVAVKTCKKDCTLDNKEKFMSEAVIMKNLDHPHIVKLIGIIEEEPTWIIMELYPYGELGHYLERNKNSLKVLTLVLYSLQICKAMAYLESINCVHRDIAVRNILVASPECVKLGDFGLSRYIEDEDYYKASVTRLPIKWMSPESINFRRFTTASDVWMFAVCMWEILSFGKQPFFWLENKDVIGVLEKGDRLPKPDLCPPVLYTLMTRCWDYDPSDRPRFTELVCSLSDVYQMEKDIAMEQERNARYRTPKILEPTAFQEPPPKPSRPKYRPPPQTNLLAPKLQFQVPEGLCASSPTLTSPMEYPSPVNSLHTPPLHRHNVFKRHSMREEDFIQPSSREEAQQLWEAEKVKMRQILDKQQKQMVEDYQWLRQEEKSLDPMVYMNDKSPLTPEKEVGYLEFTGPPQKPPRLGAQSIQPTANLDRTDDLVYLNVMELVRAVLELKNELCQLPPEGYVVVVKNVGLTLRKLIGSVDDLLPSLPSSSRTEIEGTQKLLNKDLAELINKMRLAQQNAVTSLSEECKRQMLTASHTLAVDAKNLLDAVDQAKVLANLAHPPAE
cytoskel mod – modifiers of cytoskeleton assembly; AID 836; 0.18% of 91,000 active; inhibition, % at 2 µM; HUVEC TNFa F-actin phalloidin imaging, high content;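 active means inhibition above the batch mean plus 3 SD and confirmed as a hit by visual image inspection, cut at about 30% in these data, passing the limit was not always enough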; further: strong numbers were not always called active
HUVEC tox IL1B – HUVEC cytotoxicity counter-screen, IL-1B stimulated | 0.41% of 94,000 active | AID 845 | cell count reduction, % at 2 µM | HUVEC cell count loss, Hoechst imaging;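 active means cell count reduction more than 3 SD above the screen-wide mean, cut at about 70% in these data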;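 further: normalized per plate to untreated control cells as the no-loss baseline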
An asterisk follows results filed as active; x = not tested or not shown; & = joins results of further samples; [ ] = another dose, or the depositor's remark. An excerpt; the hit share may differ from the screen's.

SMILES	HUVEC prolif 384	Fibroblast inh	HUVEC tox TNFa	Smad3 FoxH1 inh	VCAM1 TNFa inh	H69AR inhibit	PTK2B oligo ant	cytoskel mod	HUVEC tox IL1B
CCOC(=O)c1nc(N)c(=O)n(-c2ccccc2)n1	96	100	-7	-5	-11	94	-0.43	5	5
CC1=NN(c2ccccc2)C(=O)/C1=C\N1CC(C)OC(C)C1 (stereo not drawn)	x	x	-22	x	-19	x	0.14	11	-10
O=C(NC1CCCC1)C(c1ccco1)N(Cc1ccccc1)C(=O)c1csnn1 (stereo not drawn)	101	100	14	5	26	73	-0.39	-22	-37
Cc1ccc(-c2ccc(CCC(=O)O)n2CC2CCCO2)cc1 (stereo not drawn)	87	88	23	3	9	86	0.32	-21	-4
COc1ccc(CC(=O)NC2=NCCS2)cc1	x	x	0	x	1	x	0.4	-15	-5
Cc1ccc(CNC(=O)C2CCCN(C(=O)N(C)C)C2)cc1 (stereo not drawn)	79	87	-1	-2	-3	76	0.08	0	10
Oc1ccc(CN2CCCc3ccccc32)c2cccnc12	86	59	-8	3	21	34*	-0.01	-11	-55
CS(=O)(=O)N1CCCC(C(=O)NCCCN2CCC(Cc3ccccc3)CC2)C1 (stereo not drawn)	102	103	-11	3[fluorescence artefact?]	12	95	0.42	-9	-19
CCOc1ccc(Nc2c3c(nc4ncnn24)CC(C)CC3)cc1 (stereo not drawn)	103	96	-22	-9	13	x	-0.95	x	-46
O=C(Cn1c(C(F)(F)F)nc2ccccc21)c1ccc(Br)cc1	x	x	-2	x	13	x	2.6	-13	-45
Cc1ccc(C(=O)NNc2cc(N3CCCC3)nc(N3CCCC3)n2)cc1	x	x	-12	x	-12	x	x	15	-3
O=C(NCCCn1ccnc1)c1cnn2c1NC(c1ccccc1)CC2C(F)(F)F (stereo not drawn)	86	100	x	10	-11	94	-0.43	-4	-41
CCN1CCN(C(=S)Nc2ccc(Cl)cc2)CC1	105	100	-11	-4	-14	101	0.93	5	-8
COc1ccc2c(c1OC)C(=O)OC2C1c2c(cc3c(c2OC)OCO3)CCN1C (stereo not drawn)	97&100	93&98	x	-18&-10	x	43&49	x	x	x
COc1ccc(C(=O)N2CCC(C(=O)c3ccc(F)cc3)CC2)cc1	105	98	-21	7	-6	81	-0.4	-1	-11
O=C(Oc1ccccc1-c1nnco1)c1ccc(Cl)cc1	98	34*	-19	3	12	43	-0.28	10	-48
CCc1ccc(C(=O)CSc2n[nH]c(-c3ccncc3)n2)cc1	100	97	-10	6	2	84	0.24	9	-118
Cc1[nH]c2ccccc2c1SCC(=O)O	88	97	-2	1	-5	90	0.56	10	-29
CCC(Oc1ccccc1)C(=O)Nc1ccccn1 (stereo not drawn)	x	x	-8	x	-4	x	0.36	14	18
COc1ccc(NC(=O)NCCCN2CCc3ccccc3C2)cc1	98	104	x	0	x	75	x	x	x
CCOC(=O)C1CCN(C(=O)Nc2cccc(Cl)c2)CC1	96	107	-4	2	7	86	-0.45	13	14
COc1ccc2cc(Br)ccc2c1CC(=O)NC1CC(C)(C)NC(C)(C)C1	74	83	1	2	-4	47	-1.9	14	-4
CC(=O)Cn1c(N2CCC(Cc3ccccc3)CC2)nc2c1c(=O)[nH]c(=O)n2C	83	90	17	1	3	66	0.1	31*	20
CCCCNC(=O)c1ccc2c(c1)ncn2C1CCCC1	92	108	-28	-5	7	33*	-0.15	7	7
Cc1[nH]c2ccccc2c1Cc1nnc(SCc2ccccc2)o1	96	94	-36	-11	15	111	x	3	3
Cc1ccc(S(=O)(=O)Nc2ccc3c(c2)nc2n3CCN(Cc3ccccc3)C2)cc1	79	84	-16	10[fluorescence artefact?]	12	82	-0.17	-8	-41
N#Cc1c(NC(=O)CN2C(=O)c3ccccc3C2=O)oc(-c2ccccc2)c1-c1ccccc1	100	106	-21	9	-34	89	-2.4	-8	-31
Cc1cccc(NC(=O)CSc2nnc(-c3ccco3)o2)c1C	97	98	-7	-3	10	97	0.67	-17	-19
CCCNC(=S)Nc1ccc(Oc2ccccc2)cc1	x	x	-4	x	-11	x	0.9	10	18
O=C(c1ccco1)N1CCN(C(c2ccc(F)cc2)c2nnnn2Cc2cccs2)CC1 (stereo not drawn)	90	104	5	-15	8	96	0.23	31	2
COc1cc2c(cc1NC(=O)CSc1ccc(C)cc1)oc1ccccc12	x	x	x	x	-33	x	-0.62	0	2
COc1ccccc1NC(=O)c1ccc(S(=O)(=O)N(C)C)cc1	103	102	-32	-1	3	93	x	5	-6
COc1ccc2c(=O)c(-c3cnn(-c4ccccc4)c3)c(C)oc2c1	82	111	-6	16	3	94	-0.96	-16	-34
O=C(NNC1=C(C(=O)C(F)(F)F)CCC1)c1cccc(Cl)c1	23*	69	-8	3	-3	29*	0.45	x	0
Clc1ccc(-c2cnc(Oc3ccccc3)nc2)cc1	x	x	8	x	-2	x	-0.43	-36	-18
CCCn1c2c(c(O)c(C(=O)Nc3nccs3)c1=O)CCCC2	115	97	-8	9	13	82	-0.81	6	9
Cc1ccc(S(=O)(=O)N2CCCC2C(=O)Nn2cnnc2)cc1 (stereo not drawn)	97	94	7	18[fluorescence artefact?]	23	88	-0.02	4	3
O=C(c1ccccc1)c1ccc(OC(=O)N2CCOCC2)cc1	94	98	-4	2	3	104	0.84	5	12
Cn1ccnc1SCC(=O)NC1CCCCC1	104	96	-22	7	-46	106	0.7	-6	30
Cc1onc(-c2c(Cl)cccc2Cl)c1C(=O)NCCc1ccc(S(N)(=O)=O)cc1	88	90	17	-6	19	96	0.79	-23	-165

Laid out differently: 2 of the compounds above
Below each compound – HUVEC prolif 384, Fibroblast inh, HUVEC tox TNFa, Smad3 FoxH1 inh, VCAM1 TNFa inh, H69AR inhibit, PTK2B oligo ant, cytoskel mod, HUVEC tox IL1B
Clc1ccc(-c2cnc(Oc3ccccc3)nc2)cc1
→ x, x, 8, x, -2, x, -0.43, -36, -18
CCCn1c2c(c(O)c(C(=O)Nc3nccs3)c1=O)CCCC2
→ 115, 97, -8, 9, 13, 82, -0.81, 6, 9

(cont.)
SMILES	HUVEC prolif 384	Fibroblast inh	HUVEC tox TNFa	Smad3 FoxH1 inh	VCAM1 TNFa inh	H69AR inhibit	PTK2B oligo ant	cytoskel mod	HUVEC tox IL1B
COc1cc(CC(=O)N2CCc3ccccc32)cc(OC)c1OC	87	86	x	-8[fluorescence artefact?]	x	77	1.7	x	x
O=C(NNC(=O)C1CC(c2cccnc2)=NO1)Nc1cccc(F)c1 (stereo not drawn)	x	x	-2	x	-14	x	-0.18	2	7
Cc1cccc(-n2cnc3c(c2=O)c2nc4ccccc4nc2n3Cc2ccco2)c1	76	113	x	14	x	42	0.61	x	x
O=C1CCCc2c1cc(-c1ccccc1)n2-c1ccccc1	x	x	-13	x	-5	x	-1.8	24	-31
CCCCNc1cc(C)nc(NCc2ccccc2)n1	4.4*	53	-18	1	2	9.9*	1.9	2	-32
CC(C)CC(=O)Nc1ccc(C(=O)NNC(=S)NC(=O)C2CCCCC2)cc1	x	x	-34	x	9	x	0.14	-6	-9
COc1ccc(C(=O)/C=C2\NCC3c4ccccc4CCN3C2=O)cc1 (stereo not drawn)	x	x	-13	x	20	x	0.4	-5	x
O=C(Nc1nc(-c2ccccc2)cs1)NC1CCCCC1	x	x	-3	x	-9	x	-1.3	-3	-14
CCOc1ccc2ccccc2c1C(=O)N1CCOCC1	97	103	-8	-3	-4	102	0.68	-5	-180
O=C(NCc1ccc2c(c1)OCO2)C1CCC(CNS(=O)(=O)c2cccc3nsnc23)CC1 (stereo not drawn)	59	44*	-19	-11	5	96	x	-6	13
C=CCc1ccccc1OCC(O)CN1CCN(c2ccc(OC)cc2)CC1 (stereo not drawn)	111	94	-14	9	0	83	-0.21	12	x
COc1ccc(S(=O)(=O)Nc2ccccc2C(F)(F)F)cc1	93	102	x	5	x	89	-0.53	x	-43
CCCCCCSc1nc2c(c(=O)[nH]c(=O)n2C)n1C	96	94	-11	1	5	70	x	-7	9
COc1ccc(NC(=O)c2cc3n(n2)C(C(F)(F)F)CC(c2ccco2)N3)cc1 (stereo not drawn)	103	101	8	2	6	77	0.07	-16	-10
N#CCCN(C(=O)Nc1ccc(Cl)cc1)c1ccccc1	105	96	-6	4	8	92	-0.18	-21	33
Cc1sc2ncnc(SC(C)C#N)c2c1C (stereo not drawn)	105	93	x	-1	x	81	-0.78	x	4
CC1=Nn2c(nnc2-c2n[nH]c3c2CCC3)SC1	94	100	-4	5	4	107	-0.23	18	22
CCOC(=O)C1CCN(c2c(NCCCN3CCN(Cc4ccccc4)CC3)c(=O)c2=O)CC1	107	92	-27	-2	4	98	-0.32	16	-6
CCn1c(Cc2ccccc2)nnc1SCc1nc2ccccc2c(=O)[nH]1	103	100	-13	6	20	83	-0.2	7	-57
CCOC(=O)c1c(C)c(C(=O)Nc2ccc3c(c2)OCCO3)c(C)n1C	90	95	x	7[fluorescence artefact?]	x	54	1.8	x	x
COc1cc(/C=N/NC(=O)c2sc(N)c(C#N)c2C)ccc1O	x	x	-23	x	-1	x	-1.4	12	2
CC(C)c1ccc(/C=C/C(=O)n2nnc3ccccc32)cc1	x	x	-26	x	-1	x	-0.1	-8	5
O=c1c(-c2ccccc2)n[nH]c2ccccc12	100	96	-2	-7	-11	x	-0.07	-2	3
Cc1cc(C(=O)NNC(=S)NCc2ccco2)n(C)n1	102	97	4	9	21	98	0.98	-1	-30
Cc1cc(C)c2cc(C)c3nnc(SCC(=O)NCc4ccc5c(c4)OCO5)n3c2c1	x	x	-5	x	10	x	-0.06	-18	8
CCOc1ccc(N2C(=O)CC(Sc3nc4ccc(OCC)cc4s3)C2=O)cc1 (stereo not drawn)	x	x	-20	x	3	x	-0.18	12	13
COc1ccccc1C1SCCN1S(C)(=O)=O (stereo not drawn)	101	108	-1	13	-1	105	-0.59	2	66
Nc1nc(-c2ccccc2)cc(-c2ccccc2O)n1	17*	81	-24	-12	-4	42	-0.48	27	-121
Nc1c(-c2ccccc2Cl)cnn1-c1cccc([N+](=O)[O-])c1	x	x	-20	x	22	x	-0.34	-12	14
COc1cc(C)nc(NC(=O)COc2ccc(Cl)cc2C)n1	86	103	-10	-1	-2	112	0.44	10	21
CCOC(=O)c1nc(Nc2ccc(C)cc2)c2ccccc2n1	81	108	-3	-2	2	71	-0.93	10	-3
CC(C)=CC(=O)OCC(=O)NC(=O)NC(C)(C)C	106	102	-1	-3	16	99	-0.28	-2	-15
CS(=O)(=O)N1CCN(c2ccc(NC(=O)CSc3ccc(Cl)cc3)cc2)CC1	x	x	-31	x	14	x	1.2	-11	-23
CC1CCCCC1NC(=O)C1CCN(C(=O)c2sccc2-n2cccc2)CC1 (stereo not drawn)	93	91	x	1	x	93	x	x	x
CCOCCCNS(=O)(=O)c1ccc2c(c1)oc(=O)n2CC(=O)OCC	x	x	-3	x	-11	x	0.32	-10	-12
C=CCn1cnc2scc(-c3ccccc3)c2c1=O	89	90	-21	-3	-17	87	-0.38	10	-2
O=C(Nc1nccs1)c1ccc(Br)o1	89	95	-17	0	1	94	-0.23	6	x
